High-throughput results from PubChem BioAssay.
RAD54 branch – inhibitors of human RAD54 branch migration | AID 602329 | inhibition, % at 10.4 µM | Q92698 | RAD54 Holliday junction branch migration, FAM/BHQ fluorescence | actives 0.14% (n = 360,000);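 active = mean normalized replicate activity at least 40 and at least half of replicates scoring 40 or more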;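 note: 0% = median of neutral control wells and 100% = median of positive control wells; inhibitors cause a drop in the FAM fluorescence signal; in these data hits start at about 50%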
Target sequence (Q92698 whole entry, looked up): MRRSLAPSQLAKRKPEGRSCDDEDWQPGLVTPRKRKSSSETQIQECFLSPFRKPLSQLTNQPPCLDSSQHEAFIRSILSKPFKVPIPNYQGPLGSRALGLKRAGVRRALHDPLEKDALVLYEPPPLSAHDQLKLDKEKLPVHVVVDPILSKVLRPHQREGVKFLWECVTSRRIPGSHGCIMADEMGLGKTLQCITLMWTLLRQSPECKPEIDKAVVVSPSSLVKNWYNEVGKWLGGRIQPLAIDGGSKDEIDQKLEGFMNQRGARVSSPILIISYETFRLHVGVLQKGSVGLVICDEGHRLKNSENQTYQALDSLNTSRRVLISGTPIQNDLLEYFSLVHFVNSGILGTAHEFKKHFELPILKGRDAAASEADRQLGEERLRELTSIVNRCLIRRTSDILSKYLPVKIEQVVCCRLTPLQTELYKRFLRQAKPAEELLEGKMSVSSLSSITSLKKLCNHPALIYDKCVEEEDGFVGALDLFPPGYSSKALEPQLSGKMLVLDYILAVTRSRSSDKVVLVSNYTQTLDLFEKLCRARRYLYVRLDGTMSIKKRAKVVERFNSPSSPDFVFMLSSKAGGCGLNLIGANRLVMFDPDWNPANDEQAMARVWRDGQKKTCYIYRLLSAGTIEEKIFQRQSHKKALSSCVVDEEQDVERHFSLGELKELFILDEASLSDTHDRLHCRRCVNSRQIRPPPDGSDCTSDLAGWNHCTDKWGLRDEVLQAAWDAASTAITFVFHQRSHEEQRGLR
miR122 inh – blocks miR-122 activity in Huh7 sensor cells. actives 0.3% (n = 340,000). Huh7 miR-122 Renilla luciferase sensor, 48 h; neutral wells = 0, positive control = 100. activation (reporter increase), % at 12.5 µM;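 active = mean replicate activation score at least 90 and every replicate individually at or above 90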;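 note: higher luciferase means less miR-122 activity so hits act as miR-122 inhibitors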
RAD52 anneal inh – blocks human RAD52 DNA annealing. recombinant RAD52 DNA annealing, FRET fluorescence. inhibition, % at 18.7 µM. actives 0.46% (n = 360,000). AID 651710;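 active = every replicate showing at least 50% inhibition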
Cneo AK release – Cryptococcus neoformans lysis via adenylate kinase release. C. neoformans lysis, adenylate kinase release luminescence, 4 h; normalised: neutral wells 0, clomiphene wells 100. lysis activity, % at 15 µM. actives 0.2% (n = 360,000). AID 651654;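 active = mean lysis activity across replicates of at least 80%, whatever share of replicates individually reach that level; inactive = mean lysis activity below 80%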
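Assay system: Cryptococcus neoformans yeast cells / Dosing: single-point compound dose / Timing: 4 h at 37 °C static, read 1 h later / Measured by: luminescence of released adenylate kinase using an AK detection reagent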
PglD inh – PglD (C. jejuni) enzyme inhibition; purified PglD enzyme, DTNB colorimetric CoA detection; inhibition, % at 12.5 µM; actives 0.098% (n = 360,000); AID 602405; in the data active = inhibition above about 16%, passing the limit was not always enough; note: strong numbers were not always called active
PGC1a acetyl inh – modulators of PGC1a acetylation | U2OS PGC1a acetylation, AlphaScreen anti-acetyl-lysine; with virally co-expressed GCN5 acetyltransferase | inhibition, % at 15.6 µM | actives 0.17% (n = 350,000) | AID 651687;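 active = every replicate shows inhibition of at least 40%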;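 note: 0% = neutral control wells and 100% = positive control wells; some results beyond the cut were filed as inactive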
E-sel inducer – E-selectin induction on HUVECs. HUVEC E-selectin immunofluorescence imaging; normalized: neutral wells 0, TNF-alpha wells 100. activation, % at 7.58 µM. actives 0.37% (n = 260,000);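 active = mean E-selectin-positive cell signal at least 10% of the positive control, reached in at least 60% of replicates, without over 20% cell loss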;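 note: in these data hits start at about 27%; measured in HUVEC primary endothelial cells; signal is the percent of cells scored E-selectin positive by PE staining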
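Read-out basis: % PE-positive cells; Test system: HUVEC primary endothelial cells; Technique: immunofluorescence imaging; Dosing: single-point compound dose.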
ERAP1 HTS inh – inhibitors of human ERAP1 aminopeptidase; Q9NZ08; recombinant ERAP1, Leu-AMC fluorescence, 60 min; inhibition, % at 10.7 µM; actives 0.15% (n = 340,000); AID 652197;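 active = mean replicate inhibition of at least 30%, or all replicates individually reaching that 30% level; inactive = mean below 30% and not every replicate reaching it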;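 note: 0% = neutral control wells and 100% = L-leucinethiol positive control wells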
* marks the source's active call; other numbers are inactive results; . = not tested or not shown; [ ] = dose if it differs, or a comment.

Values run as follows: RAD54 branch | Cneo AK release | miR122 inh | PGC1a acetyl inh | RAD52 anneal inh | E-sel inducer | ERAP1 HTS inh | PglD inh
- O=S(=O)(CCN1CCOCC1)c1ccc(Oc2ccc(S(=O)(=O)CCN3CCOCC3)cc2)cc1
  3 | 7 | -17 | -44 | -2 | . | -3 | -2
- CSc1cccc(CN2CCC(Oc3cccc(C(=O)N4CCCC4)c3)CC2)c1
  -7 | 5 | 1 | -2 | -13 | 0.7 | -5 | -1
- CCc1ccc(NC(=O)CCn2cccc2)cc1
  -4 | -1 | 2 | 5 | . | . | . | 0
- COc1ccc(/C=C2\SC(=O)N(CC(=O)N(C)C3CCS(=O)(=O)C3)C2=O)cc1 (stereo not given)
  -5 | -2 | -7 | -4 | 0 | . | 4 | 0
- CC(OC(=O)c1cccc(-n2cnnn2)c1)C(=O)Nc1ccccc1F (stereo not given)
  0 | -2 | 1 | -1 | -5 | 0.7 | -3 | -7
- CCN(CC)C(=O)CSc1nnc(-c2ccc(O)cc2)n1CC1CCCO1 (stereo not given)
  -8 | 3 | -3 | 8 | . | . | . | 6
- O=C(CCCc1nc2ccccc2s1)Nc1ccccc1
  -7 | -1 | 3 | 3 | -4 | . | -3 | -3
- Cc1ccc(S(=O)CCNC(=O)Cc2ccc(Cl)cc2)cc1 (stereo not given)
  . | . | -7 | 3 | -5 | . | 1 | .
- COc1cccc(CNC(=O)C[C@@H]2CC[C@@H](NC(=O)C3CCC3)[C@H](CO)O2)c1
  -5 | -5 | . | -1 | 11 | -1.5 | 6 | -6
- N#Cc1sc2nc3c(cc2c1N)CCCC3
  2 | 0 | -15 | -2 | . | . | . | -7
- CCC(C)C(=O)Nc1nnc(-c2cccs2)s1 (stereo not given)
  1 | -1 | 8 | 7 | . | . | . | -2
- CCOc1ccc(C(=O)Nc2ccc(NC(=O)c3ccccc3)cc2)cc1Br
  11 | -3 | -8 | -5 | -10 | . | 0 | 5
- COc1ccccc1C(=O)NNC(=O)c1cccc(F)c1
  2 | -5 | 0 | -10 | . | . | . | .
- C[C@@H]1CN([C@H](C)CO)C(=O)c2c(c3ccccc3n2C)-c2ccccc2CO[C@@H]1CN(C)S(=O)(=O)c1ccsc1
  -7 | -3 | . | -27 | 21 | -0.2 | 1 | 2
- CO[C@@H]1CN(C)C(=O)c2cc(NC(C)=O)ccc2OC[C@@H](C)N(Cc2cncnc2)C[C@@H]1C
  -4 | 1 | 13[16.7 µM] | 1 | 5 | -0.1 | -2 | -1
- CCc1nnc(NC(=O)CSc2nncc(=O)n2N)s1
  4 | 47 | . | . | -31 | 3.9 | -3 | 2
- C[C@H](CO)N1C[C@H](C)[C@@H](CN(C)C(=O)Nc2cccc3ccccc23)Oc2c(NC(=O)Nc3ccc(F)cc3)cccc2C1=O
  7 | 0 | -4[16.7 µM] | -3 | -8 | 0.2 | -1 | -3
- Cc1ccc(S(=O)(=O)N(C)CC(=O)NNC(=O)Cc2cccc(F)c2)cc1
  0 | -2 | -5 | -3 | 4 | 0.8 | 1 | 2
- COC(=O)C[C@H]1C[C@@H]2c3cc(NC(=O)Nc4ccccc4)ccc3O[C@@H]2[C@H](CO)O1
  5 | 3 | -1[16.7 µM] | . | -3 | 0.4 | -2 | 0
- COc1cc2c(cc1NC(=O)c1cc(-c3ccccn3)nc3ccccc13)oc1ccccc12
  -1 | 1 | -4 | -4 | -11 | 0.1 | -1 | -4
- Cc1ccccc1OCCNc1ccc(C(F)(F)F)cc1[N+](=O)[O-]
  -5 | 1 | -2 | 15 | . | . | . | -4
- C[C@H](NC(=O)c1[nH]cnc1C(=O)Nc1ccc(CNC(=O)OC(C)(C)C)cc1)C(=O)OC(C)(C)C
  -20 | 1 | . | . | -4 | 0.0 | 1 | -3
- CC(C)C#Cc1ccc2c(c1)O[C@H](CN(C)Cc1cccnc1)[C@H](C)CN([C@@H](C)CO)S2(=O)=O
  1 | 0 | 28[16.7 µM] | -22 | -6 | 1.1 | -2 | 3
- CCOC(=O)c1c(NC(=O)OC)sc(C(=O)N(CC)CC)c1C
  1 | 1 | 5 | -1 | . | . | . | 9
- CCC(=O)Nc1ccc2c(c1)OC[C@@H](C)N(C(=O)c1ccc(F)cc1)C[C@H](C)[C@H](OC)CN(C)C2=O
  -5 | -1 | . | 0 | -12 | -0.1 | -2 | 2
- O=C(NCC1CC1)c1ccc(-c2cn[nH]c2)c2ccoc12
  0 | -1 | -9 | 7 | -10 | 0.3 | -1 | -7
- CC(C)=CCN1CCN(Cc2nc(-c3ccccc3)cs2)CC1CCO (stereo not given)
  . | . | 14 | 11 | -6 | 1.4 | . | .
- Cn1nnnc1SCC(=O)Nc1cc(S(=O)(=O)N2CCCCC2)ccc1Cl
  1 | 5 | 11 | . | -111 | -1.0 | 1 | 0
- COc1ccc(CCNC(=O)CCc2ccc(OC)cc2)cc1
  10 | -2 | . | . | -7 | -0.2 | 1 | -1
- CC1CCCCN1CCNC(=O)CCc1nnc2n(Cc3ccccc3)c(=O)c3ccccc3n12 (stereo not given)
  -13 | 3 | -2 | -5 | -30 | 0.0 | 1 | 0
- C[C@@H]1CCCCO[C@@H](CN(C)Cc2ccc(C(F)(F)F)cc2)[C@@H](C)CN([C@@H](C)CO)C(=O)c2cc(NC(=O)NC3CCCCC3)ccc2O1
  -5 | 2 | 0[16.7 µM] | 12 | -40 | -0.1 | 0 | 0
- O=C(CSc1nnc(Nc2ccccc2F)s1)NC1CC1
  4 | 0 | -4 | -8 | -11 | . | 1 | 2
- C[C@@H]1CN([C@@H](C)CO)C(=O)c2cc(NC(=O)NC3CCCCC3)ccc2O[C@@H]1CN(C)C(=O)Nc1ccccc1
  -1 | -5 | -5[16.7 µM] | -20 | -2 | 0.2 | 1 | 4
- C/C(=N\Nc1ccc(Cl)c(C(=O)O)c1)c1cccs1
  -10 | 1 | . | 6 | -28 | . | -17 | -3
- CN1C(=O)c2cc(NC(=O)Nc3ccccc3F)ccc2OC[C@@H]2O[C@H](CC(=O)O)CC[C@H]21
  4 | -1 | 37[16.7 µM] | 2 | . | 0.4 | . | 2
- CCOC(=O)c1ccc(NC(=O)C(C)NS(=O)(=O)c2ccc(OC)cc2)cc1 (stereo not given)
  -1 | 0 | -11 | . | . | . | . | 1
- Cc1cc([N+](=O)[O-])ccc1NC(=S)NC(=O)C(c1ccccc1)c1ccccc1
  1 | 3 | 0 | -1 | . | . | . | 1
- C/C(=N\O)C(C)(C)Nc1ccc(Cl)cc1
  . | . | -3 | -3 | -8 | 0.1 | 6 | .
- S=C1NNC2(NN1)C1CC3CC(C1)CC2C3
  -8 | 1 | 8 | -11 | . | . | . | -1
- Cn1c2ccccc2c2c(C(=O)N3CCN(c4ccccn4)CC3)cn(C3CCCC3)c(=O)c21
  12 | -2 | 10 | 1 | . | . | . | 3
- CC(=O)NCCOc1cccc2cccnc12
  0 | 2 | 3 | 16 | 6 | . | 1 | 10
- CCc1ccccc1NC(=O)CN1CCN(CC(=O)Nc2ccc3c(c2)OC2(CCCCC2)O3)CC1
  -8 | 2 | -13 | 8 | -3 | -0.4 | -2 | -2
- C#CCOCCOCCOCCNc1nc(N2CCOCC2)nc(N2CCN(C(=O)CCCCCCCCCCNC(=O)[C@@H](CCSC)n3cc(CCO)nn3)CC2)n1
  -18 | -3 | 0 | -6 | -1 | -0.1 | . | 6
- Cc1cccc(OCCCC(=O)NNC(=O)c2ccccn2)c1
  -1 | -2 | 15 | 22 | -9 | 0.5 | 1 | -4
- Cc1ccc(C2=NNC(=Nc3ccc(F)cc3)SC2)cc1
  . | . | . | -15 | -10 | -1.2 | -2 | .

Full records, looked up by structure.
Cc1cc([N+](=O)[O-])ccc1NC(=S)NC(=O)C(c1ccccc1)c1ccccc1 in the list: RAD54 branch: 1; Cneo AK release: 3; miR122 inh: 0; PGC1a acetyl inh: -1; RAD52 anneal inh: .; E-sel inducer: .; ERAP1 HTS inh: .; PglD inh: 1
CN1C(=O)c2cc(NC(=O)Nc3ccccc3F)ccc2OC[C@@H]2O[C@H](CC(=O)O)CC[C@H]21 in the list: RAD54 branch: 4; Cneo AK release: -1; miR122 inh: 37[16.7 µM]; PGC1a acetyl inh: 2; RAD52 anneal inh: .; E-sel inducer: 0.4; ERAP1 HTS inh: .; PglD inh: 2

Continuation.
Values run as follows: RAD54 branch | Cneo AK release | miR122 inh | PGC1a acetyl inh | RAD52 anneal inh | E-sel inducer | ERAP1 HTS inh | PglD inh
- COc1ccc(-c2cc3ccccc3n2CC(O)CN2CCN(CCO)CC2)cc1 (stereo not given)
  9 | 3 | 1 | 1 | 4 | . | 3 | -1
- Cc1cc(=O)c2ccccc2n1CC(=O)NCc1ccccc1
  3 | -4 | -8 | 0 | . | . | . | -6
- COc1cccc(-c2nc(CS(=O)(=O)CC(=O)NCc3ccc(Cl)cc3)c(C)o2)c1
  20 | -1 | -3 | . | -5 | 0.5 | 4 | -8
- COc1ccc(OCC(=O)Sc2ccc(C)cc2)cc1
  -21 | -4 | 5 | 0 | . | . | . | 0
- Cc1ccc(S(=O)(=O)N2CCN(C(=O)CSCc3ccc(C(C)C)cc3)CC2)cc1
  8 | 1 | -3 | -6 | -4 | . | 2 | 3
- C[C@@H]1CN([C@@H](C)CO)C(=O)c2cc(NC(=O)CCCN(C)C)ccc2O[C@@H]1CN(C)C
  -9 | -1 | 10[16.7 µM] | -3 | -3 | -0.2 | 2 | -1
- CO[C@@H]1CN(C)C(=O)c2cc(NC(=O)c3cnccn3)ccc2OC[C@@H](C)N(C(=O)c2cnccn2)C[C@H]1C
  -7 | -1 | 1[16.7 µM] | 3 | -7 | -0.2 | -4 | 4
- CO[C@@H]1CN(C)C(=O)c2cc(NC(=O)C3CCOCC3)ccc2OC[C@H](C)N(Cc2nccs2)C[C@H]1C
  -7 | -1 | . | -7 | 2 | -0.2 | 0 | 2
- CCOc1ccc(S(=O)(=O)N2CCCC(C(=O)NC3CCCC3)C2)cc1 (stereo not given)
  5 | -4 | -1 | . | 1 | 0.4 | -3 | 0
- Cn1c(SCC(N)=O)nnc1C1CCN(C(=O)NC2CCCCC2)CC1
  8 | -1 | -1 | 5 | . | . | . | -1
- C[C@@H]1CN([C@H](C)CO)C(=O)c2cccc(NC(=O)Nc3cccc4ccccc34)c2O[C@@H]1CN(C)CC1CCCCC1
  4 | 1 | 4[16.7 µM] | 2 | 4 | -0.4 | -5 | 0
- C[C@H]1CN([C@@H](C)CO)C(=O)c2cc(NC(=O)Nc3ccc4c(c3)OCO4)ccc2O[C@H]1CN(C)C(=O)Nc1ccc2c(c1)OCO2
  -4 | 20 | 7[16.7 µM] | -2 | 6 | -0.2 | 0 | -1
- COc1cccc(N2C(=NC(=O)CCC3CCCC3)SC3CS(=O)(=O)CC32)c1 (stereo not given)
  -6 | 12 | -7 | -2 | -14 | -0.1 | 2 | -2
- O=C(C[C@H]1C=C[C@H](NS(=O)(=O)c2cccc(F)c2)[C@H](CO)O1)N1CCCCC1
  -5 | 9 | . | -2 | -12 | -0.3 | -2 | -1
- O=C1CC(N2CCN(c3ccccn3)CC2)C(=O)N1CC(c1ccccc1)c1ccccc1 (stereo not given)
  -8 | -6 | 1 | . | . | . | . | 1
- Cc1ccc(S(=O)(=O)CCC(=O)OCC(=O)N(C)Cc2ccccc2)cc1
  8 | -4 | -2 | -14 | -2 | -0.1 | -1 | -4
- c1ccc(COc2ccc(-c3cc4nc(NCCOc5ccccc5)ccn4n3)cc2)cc1
  -1 | 2 | . | -15 | -36 | . | -5 | 0

An unsorted share of the library; about 1.4% have a hit in one of these screens.
